Assay outcomes from PubChem.
ASM inhibitor = Inhibitors of Secretory Acid Sphingomyelinase (S-ASM): qHTS | Sphingomyelin phosphodiesterase (Homo sapiens), P17405 | placental ASM, HMU-PC fluorogenic substrate, 60 min | Potency, µM (top dose mostly 57.5 µM), for the others: top-dose activity change, negative = inhibition, actives largely listed as inhibitors | 0.006% of 340,000 active | AID 504937, 2011; also: potency is read from the fitted curve at half-maximal effect
Target sequence (P17405 47-631 limits assumed): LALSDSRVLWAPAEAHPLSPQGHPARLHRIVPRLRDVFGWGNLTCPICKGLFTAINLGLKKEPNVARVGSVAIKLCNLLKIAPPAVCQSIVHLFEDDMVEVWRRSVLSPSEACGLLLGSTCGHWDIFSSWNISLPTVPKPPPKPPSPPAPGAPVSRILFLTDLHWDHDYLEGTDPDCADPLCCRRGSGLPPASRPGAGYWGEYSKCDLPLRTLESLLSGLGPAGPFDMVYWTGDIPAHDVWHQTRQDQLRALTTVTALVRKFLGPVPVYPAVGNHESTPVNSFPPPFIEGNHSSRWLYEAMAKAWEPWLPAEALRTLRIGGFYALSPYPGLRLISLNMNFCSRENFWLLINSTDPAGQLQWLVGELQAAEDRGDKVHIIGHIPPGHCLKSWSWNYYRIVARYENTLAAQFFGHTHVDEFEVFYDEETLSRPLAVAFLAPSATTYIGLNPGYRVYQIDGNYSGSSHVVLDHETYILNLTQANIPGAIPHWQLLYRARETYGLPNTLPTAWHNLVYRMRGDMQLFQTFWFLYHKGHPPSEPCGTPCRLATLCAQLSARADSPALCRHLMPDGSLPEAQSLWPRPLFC
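Human placenta-derived ASM enzyme was preincubated with compound for 10 minutes at room temperature, then given fluorogenic substrate HMU-PC0 (9 uM final) for 60 minutes at 37 °C; a pH 10 stop preceded fluorescence reading at Ex 386/Em 447 nm.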
TSHR antag = Antagonists of the Thyroid Stimulating Hormone Receptor: HTS campaign | 0.2% of 330,000 active | Thyrotropin receptor (Homo sapiens), P16473 | TSHR-expressing cells, TSH-stimulated cAMP HTRF, 2 h; hits give low values | activity change, negative = inhibition, % at 11.5 µM;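 active = activity change below a set negative limit, meaning inhibition stronger than a set level, cut at about -70% in these data; inconclusive = activity change between two set negative limits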; also: % is scaled to controls: 0 for no effect and ±100 for the full control effect
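TSHR-expressing cells were treated with compounds, then stimulated with TSH at EC80 (4nM final) for 2 hours at 37 deg C. Cellular cAMP was measured by HTRF competition between lysate cAMP and cAMP-d2 for a cryptate-labelled anti-cAMP antibody.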
PTAP TSG101 blk = qHTS Assay for Iinhibitors of HIV-1 Budding by Blocking the Interaction of PTAP/TSG101; Potency, µM (doses to about 115 µM), inactives show top-dose activity change, negative = inhibition, most hits filed as inhibitors; 340,000 tested, under 10 active; Tumor susceptibility gene 101 protein (Homo sapiens), Q99816; AID 493005, 2010; Fluorescence polarization, FITC-PTAP peptide / Tsg101 binding; active = well fitted inhibition curve with a large enough effect in the main read-out, with a control signal flat, not every such curve was filed as active; inconclusive = small, poorly fitted or top-dose-only effect, or effect the other way, or a change in a side signal; inactive = no such curve, though single readings can be large or run the other way; also: potency is read from the fitted curve at half-maximal effect; % of control where 0% means no effect
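Compounds were pin-transferred onto Tsg101 binding domain (10 uM final) in HEPES pH 7.5 buffer, then FITC-PTAP peptide was added at 50 nM final. After 20 min at RT, polarization reported peptide displacement across a qHTS concentration series.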
Menin-MLL TR inh = qHTS Assay for Inhibitors Targeting the Menin-MLL Interaction in MLL Related Leukemias: Competition With Texas Red Labeled MLL-derived Mutant Peptide. Potency, µM (series often up to 61.6 µM), for the others: top-dose FP activity change, negative = inhibition, most hits filed as inhibitors. AID 1768, 2009. Menin + Texas Red MLL mutant peptide, fluorescence polarization. 0.23% of 270,000 active; active = well fitted inhibition curve with a large enough effect in the polarisation, with a control signal flat, not every such curve was filed as active; inconclusive = small, poorly fitted or top-dose-only effect, or effect the other way, or a change in a side signal; inactive = no such curve, though single readings can be large or run the other way; the % refers to the polarisation; also: potency is read from the fitted curve at half-maximal effect; % of control where 0% means no effect; many of its hits are not listed in these tables
TCR act = Activators of T cell receptors: qHTS campaign. AID 504894, 2011. Potency, µM (highest dose often 9.22 µM), for inactives: at the top dose activation of IL-2 secretion, most hits filed as activators. 330,000 tested, under 10 active. primary human leukocytes, anti-CD3, IL-2 HTRF, 48 h; also: % of control where 0% means no effect
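Primary human leukocytes were stimulated with a-CD3 beads plus compounds for 48 hr without co-stimulation; secreted IL-2 was quantified by HTRF using a-IL-2-K (europium cryptate) and a-IL-2-d2, excited at 320nm with acceptor emission read at 665nm.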
Mito fusion act = qHTS Assay for Small Molecule Inhibitors of Mitochondrial Division or Activators of Mitochondrial Fusion; AID 485298, 2010; Potency, µM (series often up to 46.1 µM), without a hit: at the highest dose growth rescue (activation), most hits filed as activators; S. cerevisiae fusion-defective mutant growth rescue, CellTiterGlo 48 h; 0.23% of 320,000 active;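 also: potency is read from the fitted curve at half-maximal effect; % of control where 0% means no effect; nearly all actives have a fitted effect of over 45% in size; temperature-sensitive fusion mutants such as fzo1-1 at 37 °C on non-fermentable ethanol glycerol medium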
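Temperature-sensitive fusion-defective S. cerevisiae (e.g. fzo1-1, mgm1-5) were grown with compound in YPEG medium (3% ethanol, 3% glycerol) for 48 hours at 37C. Growth rescue was measured as viability by CellTiterGlo luminescence after 10 minutes at ambient.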
CXXC DNA block = qHTS Fluorescence Polarization Assay for Inhibitors of MLL CXXC domain - DNA interaction. Histone-lysine N-methyltransferase 2A (Homo sapiens), Q03164. Potency, µM (doses to about 115 µM), for inactives: top-dose activity change, negative = inhibition, actives largely listed as inhibitors. MLL-CXXC / FITC-HOXA9 DNA fluorescence polarization. 0.037% of 290,000 active. AID 2662, 2010; active = well fitted inhibition curve with a large enough effect in the polarisation, with a control signal flat, not every such curve was filed as active; inconclusive = small, poorly fitted or top-dose-only effect, or effect the other way, or a change in a side signal; inactive = no such curve, though single readings can be large or run the other way; the % refers to the polarisation; also: potency is read from the fitted curve at half-maximal effect
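Fluorescence polarization: 7 uM MLL-CXXC (stock) preincubated 5 min with compounds, then 50 nM fluorescein-HOX-A9 DNA (stock) added; 30 min ambient. Buffer 50 mM Tris-HCl pH 7.5, 50 mM NaCl, 1 mM DTT, 0.05% BSA.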
a7 integrin act = qHTS for Activators of Integrin-Mediated Alleviation for Muscular Dystrophy; AID 624291, 2012; Potency, µM (titrated, usually from 38.3 µM), without a hit: top-dose activation, most hits filed as activators; alpha7betagal myoblasts, beta-gal FDG fluorescence, 48 h; 0.064% of 350,000 active;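 also: potency is read from the fitted curve at half-maximal effect; 100% = response of the positive control SU9516; nearly all actives have a fitted effect of over 60% in size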
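Alpha7betagal+/- myoblasts (passage 13) were plated 16-24 hr, then exposed to compounds (1:260 dilution of DMSO stock) for 48 hours at 37C. After MPER lysis, β-galactosidase reporter activity was read as FDG fluorescence (ex 480/em 540) after 30 minutes.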
MBNL1 CUG block = qHTS Assay for Inhibitors of MBNL1-poly(CUG) RNA binding; Muscleblind-like protein 1 (Homo sapiens), Q9NR56; TR-FRET MBNL1-His/biotin-(CUG)12 binding, 665/545 ratio; Potency, µM (highest dose often 57.5 µM), for inactives: at the top dose activity change, negative = inhibition, actives largely listed as inhibitors; 0.036% of 280,000 active; AID 2675, 2010; active = well fitted inhibition curve with a large enough effect in the signal ratio, with a control signal flat, not every such curve was filed as active; inconclusive = small, poorly fitted or top-dose-only effect, or effect the other way, or a change in a side signal; inactive = no such curve, though single readings can be large or run the other way; the % refers to the signal ratio; also: potency is read from the fitted curve at half-maximal effect; % is scaled to controls: 0 for no effect and ±100 for the full control effect
Target sequence (Q9NR56 whole entry, looked up): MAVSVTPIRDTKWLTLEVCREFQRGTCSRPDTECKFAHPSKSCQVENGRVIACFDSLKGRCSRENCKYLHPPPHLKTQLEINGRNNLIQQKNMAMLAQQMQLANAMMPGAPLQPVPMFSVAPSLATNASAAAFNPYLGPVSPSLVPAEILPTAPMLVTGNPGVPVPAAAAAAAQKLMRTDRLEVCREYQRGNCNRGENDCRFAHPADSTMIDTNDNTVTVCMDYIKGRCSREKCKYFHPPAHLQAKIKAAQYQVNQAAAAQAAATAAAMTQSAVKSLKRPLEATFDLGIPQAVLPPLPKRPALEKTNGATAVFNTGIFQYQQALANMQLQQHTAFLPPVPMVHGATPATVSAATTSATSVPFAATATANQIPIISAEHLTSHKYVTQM
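His-tagged MBNL1 binding to biotinylated (CUG)12 RNA was measured by TR-FRET using terbium anti-His antibody (0.055 ng/ul final) and streptavidin-XL665 (5 nM final). Compounds were titrated 92 nM to 58 uM; 60 min at room temperature.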
A-T KAP1 phos = qHTS Assay for Identifying a Potential Treatment of Ataxia-Telangiectasia; AID 485349, 2010; […] A-T fibroblasts, KAP-1 phosphorylation AlphaLISA; neocarzinostatin DNA damage 30 min before lysis; 0.19% of 320,000 active; Potency, µM (highest dose often 57.5 µM), inactives show at the highest dose activation, usual class: activators; also: potency is read from the fitted curve at half-maximal effect; % of control where 0% means no effect; nearly all actives have a fitted effect of over 45% in size
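hTERT-immortalized A-T patient fibroblasts ([…]), 500 cells/well in OPTI-MEM, 1% FBS, got compounds for 60 min, then NCS for 30 min at 37C. Lysates were then assayed for phospho-KAP-1 by AlphaLISA (anti-pKAP1 donor, anti-KAP1 acceptor beads), 6 hr at 25C.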
Starred values were filed as active, the others as inactive; ? = inconclusive; . = no result given; & = joins results of further samples; [ ] = another dose, or the depositor's remark. Unless noted, calls follow the shape of the dose curve; as a rule, active = well fitted curve in the direction sought with a large enough effect; inconclusive = small, poorly fitted or top-dose-only effect, or another doubt; inactive = no such curve, though single readings can be large; an effect the other way counts as inactive or inconclusive. These rows are one share of the data; count on the stated rates, not on these rows.

SMILES	ASM inhibitor	TSHR antag	PTAP TSG101 blk	Menin-MLL TR inh	TCR act	Mito fusion act	CXXC DNA block	a7 integrin act	MBNL1 CUG block	A-T KAP1 phos
O=C(Nc1ccc(C(=O)O)cc1)/C(=C\c1ccc([N+](=O)[O-])cc1)NC(=O)c1ccc(Br)cc1	-3%	2	-6%	?	-6%	-5%	-23%	3%	?	0%
Cc1nc(SCC(=O)c2c(C)[nH]c3ccccc23)c2c(=O)n(C)c(=O)n(CC(C)C)c2n1	.	9	.	-2%	.	3%	13%	.	6%	1%
COc1cc(NC(=O)c2cccnc2Sc2ccc(C)c(C)c2)cc(OC)c1OC	-4%	-11	-2%	1%	-5%[46.1 µM]	-4%	0%	14%	1%	13%
O=C(c1cccs1)N(c1ccc(F)cc1)C1C=CS(=O)(=O)C1 (stereo not drawn)	5%	-5	1%	5%	7%	-1%	3%	?	-1%	1%
Cc1ccsc1C(=O)OCC(=O)NCCNC(=O)COC(=O)c1sccc1C	2%	0	-1%	.	4%	-4%	.	9%	.	-2%
CC1CN(C(=O)CSc2nnc(-c3ccncc3)n2-c2ccccc2)CC(C)O1 (stereo not drawn)	4%	14	-14%	-27%	.	-2%	5%	3%	-10%	-4%
CCN(CC(=O)NCc1cccs1)C(=O)c1ccc(-c2cccc(C(F)(F)F)c2)o1	-4%	-20	-4%	.	9%	?	.	16%	.	-1%
CCN1CCc2nc(N)sc2C1	3%	-4	-1%	-3%	.	-3%	2%	-5%	8%	0%
O=C(Cc1c[nH]c2ccccc12)NCC(=O)Nc1ccc(F)c(F)c1F	-1%	2	-2%	.	2%	0%	.	-17%	.	-5%
CC1CCCCN1S(=O)(=O)c1ccc(C(=O)Nc2nnc(-c3ccccn3)o2)cc1 (stereo not drawn)	-1%	-4	-2%	1%	.	2%	10%	-8%	0%	0%
Cc1oc2c(CN3CCCC3)c(O)ccc2c(=O)c1-c1ccc(Cl)cc1	59%[activator]	-3	-3%	22%	5%	1%	1%	-16%	-10%	-1%
C=CCn1c(CSCc2ccc(F)cc2)n[nH]c1=S	5%	5	-1%	0%	6%	-16%	-12%	-10%	-9%	-3%
O=C(Oc1ccc(Br)cc1C(=S)N1CCCC1)c1ccccc1F	1%	-6	3%	4%	-2%[46.1 µM]	20%	59%[activator]	-19%	.	5%
CC(=O)Oc1ccc2occ(-c3ccccc3)c2c1	-9%	4	-5%	23%	-11%	-23%	1%	27%	0%	10%
COc1ccc(NC(=O)C2CCCC2)cc1	3%	5	-3%	1%	1%	-2%	3%	-26%	1%	4%
COc1ccc2nc(C)cc(SCC(=O)Nc3c(C)cc(C)cc3C)c2c1	-2%	-3	0%	.	-3%	3%	13%	9%	1%	-7%
COc1ccc(Cl)cc1NC(=S)NCCSc1ccc(C)cc1	-2%	-2	-2%	?	-11%[46.1 µM]	5%	17%	-8%	-22%	14%
O=C(c1cc(Cl)cc(Cl)c1)N1CCC(=O)N(C(COCc2ccccc2)Cc2ccccc2)CC1 (stereo not drawn)	-4%	22	-2%	-18%	0%	?	9%	-17%	2%	15%
Cc1cccc(CSCCNC(=O)c2ccc(CN3CCOCC3)cc2)c1	5%	-1	-1%	-10%	-10%[46.1 µM]	4%	7%	-28%	-10%	6%
CCCCn1c(NCc2cccs2)nc2ccccc21	-2%	4	-2%	-1%	8%	-8%	-10%	-15%	-4%	5%

2 of the compounds above, with each value named:
COc1ccc(NC(=O)C2CCCC2)cc1
  ASM inhibitor: 3% | TSHR antag: 5 | PTAP TSG101 blk: -3% | Menin-MLL TR inh: 1% | TCR act: 1% | Mito fusion act: -2% | CXXC DNA block: 3% | a7 integrin act: -26% | MBNL1 CUG block: 1% | A-T KAP1 phos: 4%
COc1ccc2nc(C)cc(SCC(=O)Nc3c(C)cc(C)cc3C)c2c1
  ASM inhibitor: -2% | TSHR antag: -3 | PTAP TSG101 blk: 0% | Menin-MLL TR inh: . | TCR act: -3% | Mito fusion act: 3% | CXXC DNA block: 13% | a7 integrin act: 9% | MBNL1 CUG block: 1% | A-T KAP1 phos: -7%

Next part
SMILES	ASM inhibitor	TSHR antag	PTAP TSG101 blk	Menin-MLL TR inh	TCR act	Mito fusion act	CXXC DNA block	a7 integrin act	MBNL1 CUG block	A-T KAP1 phos
COc1ccc(OC)c(NC(=O)C(=O)c2cn(CC(=O)N3CCCC3)c3ccccc23)c1	-16%	-3	-5%	42%[activator]	-9%	6%	?	-5%	13%	-9%
Cc1ccc2nc(N3CC(=O)Nc4ccccc43)nc(-c3ccccc3)c2c1	12%	-12	-7%	2%	4%[46.1 µM]	-1%	8%	0%	3%	2%
CC(C)(C)NS(=O)(=O)c1ccc2[nH]c3c(c2c1)CCCCC3	-5%	-3	-1%	?	3%	-11%	?	0%	-3%	7%
CCOC(=O)c1cc(C#N)c(N2CCCCC2)nc1-c1ccccc1	104%[activator]	.	-3%	.	0%	.	.	-6%	.	.
Cc1cc(C(=O)CSc2nc(N)cc(=O)[nH]2)c(C)n1CCc1ccc(Cl)cc1	-2%	-2	-7%	.	0%	-4%	10%	-3%	0%	7%
C#CC[N+]1(CC#Cc2ccccc2)CCCCC1	0%	2	-3%	0%	-2%	0%	3%	-45%	-4%	-1%
O=C(CSc1nncn1-c1ccccc1)NC1CCCc2ccccc21 (stereo not drawn)	10%	-4	-2%	-22%	-4%[46.1 µM]	-1%	8%	-22%	3%	6%
Nc1nonc1-n1nnc(C(=O)N/N=C\c2ccncc2)c1CN1CCCCC1	0%	4	-2%	12%	0%	11%	-15%	-7%	15%	9%
Cc1ccc(S(=O)(=O)N(C)/N=C/c2ccc(C(=O)O)cc2)cc1	8%	2	-6%	-9%	-5%	?	8%	-6%	-5%	-2%
O=C(O)c1cc(S(=O)(=O)Nc2cccc3ccccc23)c(Cl)cc1Cl	3%	-6	-4%	?	-2%	5%	10%	14%	-1%	1%
CCOC(=O)CCCCNC(=O)Nc1ccccc1	3%	18	-2%	-21%	-5%	-6%	4%	24%	-5%	8%
COc1ccc(CNC(=O)C2CCN(S(=O)(=O)c3cccc4nsnc34)CC2)cc1	-1%	0	-5%	.	-5%	2%	14%	0%	?	-7%
O=C(Cc1cc(=O)[nH][nH]1)N/N=C/c1c(Cl)cccc1Cl	-1%&0%	21&-7	1%&-1%	7%&13%	8%&2%[46.1 µM]	-1%&-2%	?	?	-9%&-10%	3%&3%
Cn1c(=NC(=O)C(C)(C)C)sc2cccc(F)c21	-2%	-9	-4%	.	-42%	1%	-3%	-25%	-10%	8%
CC(NC(=O)CSc1nnc2n1CCCCC2)c1ccccc1Cl (stereo not drawn)	-1%	-9	-4%	.	-10%	2%	.	22%	.	14%
CCC(C)NS(=O)(=O)c1ccc(OCC(=O)N2CCC(C)CC2)cc1 (stereo not drawn)	-1%	21	-6%	-14%	2%[46.1 µM]	0%	10%	4%	7%	-2%
COc1ccc(OCC(=O)Nc2ccc3c(c2)nc(CN2CCN(C(C)=O)CC2)n3C)cc1	-4%	-9	-1%	.	3%	-3%	-11%	8%	-3%	5%
CCc1ccc(/C(C)=N/NS(=O)(=O)c2ccc(OC)cc2)s1	-14%	5	1%	40%[activator]	-5%	4%	-18%	10%	2%	-6%
CC(=O)N1c2c(cc(Br)cc2S(=O)(=O)NCc2cccnc2)CC1C (stereo not drawn)	4%	5	-1%	1%	-3%	-7%	0%	?	-3%	-1%
